# Bioassay records (PubChem BioAssay)
# LYPLA2 counter: LYPLA2 (human) inhibition in PME1 counter-screen. O95372. recombinant LYPLA2, FP-Rh probe fluorescence polarization. inhibition, % at 5.9 µM. 320,000 compounds, 0.38% hits;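 active means inhibition above the screen-wide mean plus 3 SD, limit set per campaign, cut at about 26% in these data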;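 further: 0% = LYPLA2 with DMSO and 100% = wells lacking LYPLA2 enzyme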
# GSTO1 counter: blocks human GSTO1 in RBBP9 counter-screen | P78417 | recombinant GSTO1, activity-based probe fluorescence polarization | inhibition, % at 5.96 µM | 300,000 compounds, 1.1% hits | AID 1974;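 active means inhibition above the campaign mean inhibition plus 3 SD, cut at about 35% in these data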;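 further: 0% = GSTO1-1 with DMSO and 100% = wells lacking GSTO1-1 enzyme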
# pPAFAH inh: inhibitors of human plasma PAF acetylhydrolase (pPAFAH); Q13093; recombinant pPAFAH, FP-rhodamine probe fluorescence polarization; inhibition, % at 3.39 µM; 330,000 compounds, 1.5% hits;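 active means inhibition above the mean inhibition across the screen plus 3 SD, cut at about 25% in these data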;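 further: inhibitors block binding of the rhodamine activity-based probe so polarization drops; 0% = enzyme with DMSO and 100% = wells lacking pPAFAH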
# PAFAH1B3 FP inh: inhibitors of human PAFAH1B3 | 340,000 compounds, 0.28% hits | recombinant PAFAH1B3, FP-rhodamine probe, fluorescence polarization | inhibition, % at 3.39 µM | Q15102;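 active means inhibition above the screen-wide average of all tested compounds plus 3 SD, cut at about 25% in these data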;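 further: 0% = enzyme with DMSO only and 100% = wells lacking PAFAH1B3 protein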
# PAD4 inh: PAD4 (human) enzyme inhibition | Q9UM07 | recombinant PAD4, RCA probe fluorescence polarization | inhibition, % at 6.36 µM | 330,000 compounds, 0.41% hits;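 active means percent inhibition above a cutoff equal to the mean of all tested compounds plus 3 SD, cut at about 15% in these data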;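 further: 0% = PAD4 with RCA probe and DMSO and 100% = probe without PAD4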
# Target sequence (Q9UM07 whole entry, looked up): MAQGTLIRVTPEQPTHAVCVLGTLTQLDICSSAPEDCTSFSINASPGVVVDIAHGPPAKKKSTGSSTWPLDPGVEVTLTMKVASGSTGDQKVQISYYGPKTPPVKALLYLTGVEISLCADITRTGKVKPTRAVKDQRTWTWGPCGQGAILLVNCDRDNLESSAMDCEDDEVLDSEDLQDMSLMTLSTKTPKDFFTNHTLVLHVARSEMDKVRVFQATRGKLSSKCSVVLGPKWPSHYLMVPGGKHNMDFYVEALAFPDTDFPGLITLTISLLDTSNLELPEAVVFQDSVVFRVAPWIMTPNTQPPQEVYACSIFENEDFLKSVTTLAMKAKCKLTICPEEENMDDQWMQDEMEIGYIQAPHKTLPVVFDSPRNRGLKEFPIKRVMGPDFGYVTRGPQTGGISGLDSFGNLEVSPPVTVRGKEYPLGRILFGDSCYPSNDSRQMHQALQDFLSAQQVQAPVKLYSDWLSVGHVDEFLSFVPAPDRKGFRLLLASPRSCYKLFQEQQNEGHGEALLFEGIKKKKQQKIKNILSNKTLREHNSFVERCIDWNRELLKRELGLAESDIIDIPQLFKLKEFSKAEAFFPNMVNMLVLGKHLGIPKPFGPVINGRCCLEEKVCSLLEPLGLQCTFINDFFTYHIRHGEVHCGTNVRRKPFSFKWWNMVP
# PAFAH2 inh: PAFAH2 (human) inhibition; Q99487; recombinant PAFAH2, FP-rhodamine activity probe, fluorescence polarization; inhibition, % at 3.39 µM; 340,000 compounds, 0.99% hits; AID 492956;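 active means inhibition above the mean over all tested compounds plus 3 SD, cut at about 30% in these data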;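 further: inhibitors block probe labeling of enzyme so polarization drops; 0% = enzyme with DMSO and 100% = wells lacking PAFAH2 protein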
# LYPLA1 counter: LYPLA1 (human) inhibition in PME1 counter-screen. O75608. recombinant LYPLA1, FP-Rh probe fluorescence polarization. inhibition, % at 5.9 µM. 320,000 compounds, 0.16% hits. AID 2174;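 active means inhibition above the mean of all tested compounds plus 3 SD, set per campaign, cut at about 14% in these data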;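 further: inhibitors block serine hydrolase probe labeling of LYPLA1 so polarization falls; 0% = enzyme with DMSO and 100% = wells lacking LYPLA1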
# PAFAH1B2 FP inh: inhibitors of human PAFAH1B2 | P68402 | recombinant PAFAH1B2, FP-rhodamine activity probe, fluorescence polarization | inhibition, % at 3.39 µM | 340,000 compounds, 1.2% hits | AID 492953;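 active means inhibition above the mean of all tested compounds plus 3 SD, cut at about 24% in these data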;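 further: 0% = enzyme with DMSO and 100% = wells lacking PAFAH1B2; many of its hits are not listed in these tables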
# Target sequence (P68402 whole entry, looked up): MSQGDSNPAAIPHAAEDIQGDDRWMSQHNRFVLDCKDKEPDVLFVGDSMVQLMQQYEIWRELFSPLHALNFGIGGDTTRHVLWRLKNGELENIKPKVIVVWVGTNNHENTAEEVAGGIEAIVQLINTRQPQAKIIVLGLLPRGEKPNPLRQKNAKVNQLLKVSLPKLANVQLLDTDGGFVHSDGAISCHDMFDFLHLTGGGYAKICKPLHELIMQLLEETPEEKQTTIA
# PME-1 primary: blocks human protein phosphatase methylesterase 1; inhibition, % at 5.9 µM; recombinant PME-1, FP-Rh probe fluorescence polarization; Q9Y570; 320,000 compounds, 0.53% hits;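 active means inhibition above the campaign mean of all compounds plus 3 SD, cut at about 26% in these data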;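 further: competitive labeling of PME-1 active site by serine hydrolase directed probe; 0% = PME-1 with DMSO and 100% = wells lacking PME-1 enzyme; inhibitors block probe labeling so polarization falls and inhibition rises; many of its hits are not listed in these tables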
# * = called active by the depositor; · = no result given.
Molecule	LYPLA2 counter	GSTO1 counter	pPAFAH inh	PAFAH1B3 FP inh	PAD4 inh	PAFAH2 inh	LYPLA1 counter	PAFAH1B2 FP inh	PME-1 primary
Cc1cc(C)c2c(C)c(C(=O)NCc3ccc(S(N)(=O)=O)cc3)oc2c1	-4	-7	3	7	-8	0	-2	0	-6
O=C(CC(C(=O)O)P(=O)(c1ccccc1)c1ccccc1)c1ccccc1 (configuration not stated)	2	-3	-4	5	0	0	1	7	3
Cc1ccsc1C(=O)Nc1cccc(-n2cnnn2)c1	6	-2	-3	-2	0	2	-3	3	-7
COc1cc(CCC(=O)Nc2nnc(-c3cccnc3)s2)cc(OC)c1OC	6	5	-2	8	-1	13	2	-3	4
COc1ccc(NC(=O)c2cc(C)no2)cc1	4	10	1	14	-3	-3	1	2	1
C[C@H]1O[C@H]1P(=O)(O)O	4	7	-2	-2	-1	0	0	4	-1
CCCCn1c(N)c(N(CCC(C)C)C(=O)c2ccc(COc3ccccc3)o2)c(=O)[nH]c1=O	1	3	-5	8	1	3	2	5	2
O=C(Cc1ccccc1)Nc1ccccc1C(=O)NCC1CCCO1 (configuration not stated)	3	-3	-4	0	-3	-2	1	1	-1
Cc1ccc(C(=O)N2CCN(c3ncnc4c(-c5ccccc5)nsc34)CC2)cc1	-6	5	2	·	-1	·	-5	·	-4
COc1ccc2cc(C3(C)NC(=O)NC3=O)ccc2c1 (configuration not stated)	-1	-7	0	3	1	5	-4	-8	-5
CC(C)CC(=O)Nc1cc(NC(=O)CC(C)C)cc(C(=O)NC(C)(C)C)c1	3	10	-2	2	1	2	-2	-2	-16
CCOC(=O)C(NC(=O)c1ccccc1)(N1CCOCC1)C(F)(F)F (configuration not stated)	-3	0	0	9	-5	2	1	-4	-3
O=C(CN1C(=O)CSc2ccc(S(=O)(=O)N3CCOCC3)cc21)N1CCCCC1	4	7	5	4	0	-1	2	0	2
CC(=O)c1ccc(NC(=O)c2ccc(-n3cncn3)c([N+](=O)[O-])c2)cc1	0	1	1	10	4	5	-1	7	4
Cc1csc(=O)n1CCC(=O)OCC(=O)c1ccc(Br)cc1	-4	9	-3	8	6	-8	-1	15	-7
Cc1ccc(N(CC(O)CON=C2c3ccccc3-c3ccccc32)S(C)(=O)=O)cc1 (configuration not stated)	-8	-1	0	3	0	6	-8	-2	-6
COc1ccc(C)cc1NCc1cccc(OC)c1OC	-4	-3	7	4	1	4	2	5	1
Cc1ccnc(NC(=O)CCC(=O)N(CC(=O)NC2CCCCC2)Cc2cccs2)c1	-4	0	0	-5	-2	5	3	-1	-2
CC(=O)N1CCN(C23CC4CC(CC(C4)C2)C3)CC1	-1	0	5	6	3	4	-2	2	0
CC(C)(C)c1ccc(OC(=O)Nc2ccc(O)c(C(=O)O)c2)cc1	-6	-1	16	6	3	-5	-2	7	-7
Cc1c(Cl)cnc(NC(=O)COC(=O)c2ccc([N+](=O)[O-])s2)c1Cl	-3	30	20	33*	-2	47*	-6	16	2
O=C(NC1CCCCC1)C1CCC(=O)N(Cc2cccc(C(F)(F)F)c2)C1 (configuration not stated)	5	1	2	3	2	6	-2	10	0
CCC(C)NC(=O)CCc1c(C)nc2c(c(C)nn2-c2ccccc2)c1C (configuration not stated)	-5	0	3	-3	2	-1	-5	2	-3
O=C(Nc1ccccc1)C1CC(=O)N(Cc2ccccc2)C1 (configuration not stated)	8	3	4	8	-1	1	5	1	-7
CCOC(=O)c1nnc(-c2ccc(C)cc2)nc1Oc1ccc(Cl)cc1Cl	-8	-9	0	2	-6	4	-2	4	-9
COc1ccc(Cl)cc1NC(=O)CCS(=O)(=O)c1cc2c(cc1C)NC(=O)CO2	10	2	-1	0	-1	-3	5	1	6
C/C(=N\OC(=O)c1cccc(Cl)c1)c1sc(C)nc1C	12	5	18	-3	-4	12	0	2	5
O=C(Nc1ccccc1C(F)(F)F)C(O)(c1ccccc1)C1CCCCC1 (configuration not stated)	9	·	0	-3	3	-3	0	1	2
C(#Cc1ccccc1)CN1CCOCC1	-1	-1	4	6	-3	5	-1	0	-1
CC(C)C[C@@H]1NC(=O)N(CCN2CCOCC2)C1=O	-6	1	-9	-4	-1	-4	-3	-1	-6

# Entries shown so far with a tert-butyl group (2):
Molecule	LYPLA2 counter	GSTO1 counter	pPAFAH inh	PAFAH1B3 FP inh	PAD4 inh	PAFAH2 inh	LYPLA1 counter	PAFAH1B2 FP inh	PME-1 primary
CC(C)CC(=O)Nc1cc(NC(=O)CC(C)C)cc(C(=O)NC(C)(C)C)c1	3	10	-2	2	1	2	-2	-2	-16
CC(C)(C)c1ccc(OC(=O)Nc2ccc(O)c(C(=O)O)c2)cc1	-6	-1	16	6	3	-5	-2	7	-7

# A run of entries from the list above, for reference:
Molecule	LYPLA2 counter	GSTO1 counter	pPAFAH inh	PAFAH1B3 FP inh	PAD4 inh	PAFAH2 inh	LYPLA1 counter	PAFAH1B2 FP inh	PME-1 primary
Cc1cc(C)c2c(C)c(C(=O)NCc3ccc(S(N)(=O)=O)cc3)oc2c1	-4	-7	3	7	-8	0	-2	0	-6
O=C(CC(C(=O)O)P(=O)(c1ccccc1)c1ccccc1)c1ccccc1 (configuration not stated)	2	-3	-4	5	0	0	1	7	3
Cc1ccsc1C(=O)Nc1cccc(-n2cnnn2)c1	6	-2	-3	-2	0	2	-3	3	-7
COc1cc(CCC(=O)Nc2nnc(-c3cccnc3)s2)cc(OC)c1OC	6	5	-2	8	-1	13	2	-3	4
COc1ccc(NC(=O)c2cc(C)no2)cc1	4	10	1	14	-3	-3	1	2	1

# Entries of single compounds, quoted from the list. Values in the order: LYPLA2 counter	GSTO1 counter	pPAFAH inh	PAFAH1B3 FP inh	PAD4 inh	PAFAH2 inh	LYPLA1 counter	PAFAH1B2 FP inh	PME-1 primary
# O=C(Cc1ccccc1)Nc1ccccc1C(=O)NCC1CCCO1 (configuration not stated) reads 3	-3	-4	0	-3	-2	1	1	-1
# Cc1c(Cl)cnc(NC(=O)COC(=O)c2ccc([N+](=O)[O-])s2)c1Cl reads -3	30	20	33*	-2	47*	-6	16	2

# Ordered by length of the SMILES (largest number first): three of the compounds above.
Molecule	LYPLA2 counter	GSTO1 counter	pPAFAH inh	PAFAH1B3 FP inh	PAD4 inh	PAFAH2 inh	LYPLA1 counter	PAFAH1B2 FP inh	PME-1 primary
COc1cc(CCC(=O)Nc2nnc(-c3cccnc3)s2)cc(OC)c1OC	6	5	-2	8	-1	13	2	-3	4
CC(C)C[C@@H]1NC(=O)N(CCN2CCOCC2)C1=O	-6	1	-9	-4	-1	-4	-3	-1	-6
COc1ccc(C)cc1NCc1cccc(OC)c1OC	-4	-3	7	4	1	4	2	5	1

# The results go on:
Molecule	LYPLA2 counter	GSTO1 counter	pPAFAH inh	PAFAH1B3 FP inh	PAD4 inh	PAFAH2 inh	LYPLA1 counter	PAFAH1B2 FP inh	PME-1 primary
CS(=O)(=O)Nc1cccc(C2=NN(C(=O)CCCC(=O)O)C(c3cccs3)C2)c1 (configuration not stated)	-6	-1	1	24	-4	24	-3	15	1
CCN(CC(=O)Nc1c(F)cccc1F)C(=O)CCSc1ccc(C)cc1	8	10	3	1	1	-2	1	21	3
O=C(O)c1ccc(SCc2ccccc2)nc1	4	-2	3	5	-5	5	2	19	-3
O=C(Nc1cccnc1)c1ccc(F)c(S(=O)(=O)N2CCOCC2)c1	-2	2	-5	0	-1	1	-2	1	-8
CCc1ccc[n+](-c2[nH]c(=O)sc2/C=N/N=C(\[O-])c2cccnc2)c1	-3	19	5	7	3	-4	2	-2	-3
O=C(COc1ccccc1)NCC(c1ccco1)N1CCCCC1 (configuration not stated)	-6	-13	11	-8	-3	0	2	0	1
Cc1ccc(S(=O)(=O)N2c3cc(C)ccc3OCC2C(C)(C)C)cc1 (configuration not stated)	-2	-7	1	10	-4	-15	-2	7	-3
CCOC(=O)c1sc(NC(C)=O)nc1-c1ccccc1	6	0	-1	11	-1	7	-1	0	-9
Cc1cc(C)c(S(=O)(=O)N2CCCC2CNC(=O)c2ccc3c(c2)OCO3)c(C)c1 (configuration not stated)	2	0	4	6	-3	19	-1	1	4
C=CCOc1ccc(C(c2c(C(=O)O)[nH]c3ccccc23)c2c(C(=O)O)[nH]c3ccccc23)cc1	8	20	44*	8	-1	55*	2	66*	-3
Cc1ccc(Cn2c(O)c(N=NC(=S)Nc3ccccc3F)c3ccccc32)cc1	0	-8	-3	9	-5	-2	3	2	-1
Cc1ccc(C(=O)N2N=C(c3ccccc3)CC2(O)C(F)(F)F)o1 (configuration not stated)	-4	3	4	4	-4	2	-2	2	-4
CCOc1ccc(NC(=O)CN(C)C(=O)CCCOc2ccc(Cl)c(C)c2)cc1OCC	2	0	6	5	1	4	4	-4	-4
O=C(Nn1c(-c2ccc(Br)cc2)nc2ccccc2c1=O)c1ccncc1	-3	5	-1	7	3	1	1	4	1
COc1ccc(N2CCN(C(=O)c3oc4ccccc4c3NC(=O)Cc3ccc(OC)c(OC)c3)CC2)cc1	1	0	4	-4	0	4	0	0	-3
Cc1ccc(CNC(=O)CCc2nnc3ccc(NCCCN4CCCC4=O)nn23)cc1	4	2	7	1	2	-7	-2	-3	-7
CC(C)Cn1c(N)c(C(=O)COC(=O)C2CC(=O)N(Cc3ccccc3Cl)C2)c(=O)n(C)c1=O (configuration not stated)	-1	5	4	14	3	-3	-2	8	7
CC1=C(C(=O)Nc2cccnc2)C(c2cccnc2)n2nc(-c3cccs3)nc2N1 (configuration not stated)	-2	8	-3	4	-5	2	-1	3	4
Cc1c(Cl)c(C(=O)N2CCCc3ccccc32)nn1C	0	6	3	9	1	4	4	5	-1
O=C(COC(=O)c1ccco1)NCc1ccc(F)cc1	2	3	1	8	5	-5	-1	4	0
N/C(=N\NC(=O)c1ccc(F)cc1)c1cc2ccccc2oc1=O	3	0	4	5	-1	2	1	-1	13
CCCn1c(SCC(=O)c2c(N)n(C3CC3)c(=O)[nH]c2=O)nnc1-c1ccncc1	-7	·	3	5	0	-2	-2	3	-2
Cc1ccccc1C(=O)Nc1ccnn1C1CCN(C2CCSCC2)CC1	4	4	7	1	-4	-4	2	1	-1
O=C(NCCN1CCOCC1)c1ccccc1OCc1ccccc1	·	·	4	14	-5	-1	·	-2	·
CCOC(=O)c1ccc(NS(=O)(=O)c2cc3c(cc2C)NC(=O)CO3)cc1	2	6	5	6	-2	21	4	2	0
CC(C)(C)OC(=O)NCCCCCc1nnc(SCc2c(F)cccc2Cl)o1	40*	7	10	7	-2	8	25*	4	-13
COc1ccccc1CN(C)CC(=O)Nc1cccc(S(=O)(=O)N2CCCC2)c1	·	·	2	14	-2	6	·	4	·
COc1ccc(CNC(=S)N/N=C(\C)c2ccc(OC)cc2)cc1	-2	1	6	11	1	-13	1	1	-3
O=C(CSc1nnc(NC2CC2)s1)Nc1ccc(N2CCOCC2)cc1	1	·	2	-2	2	-2	-1	0	0
CCCn1nnnc1NCc1cccc(OC)c1OCC	3	0	0	1	3	-8	3	4	-2
COc1ccccc1N1C(=O)C2C3C=CC(C3)C2(C)C1=O (configuration not stated)	0	-7	0	2	-4	8	-1	1	-8

# Some of the compounds tested. The share of hits here may be higher or lower than overall.
